IL-2 act: activators of IL-2; IL-2 activation reporter assay, cell-based qHTS; stimulated with anti-CD3/CD4/CD28 beads; in transgenic mouse T cells; activation, % (series mostly up to about 46 µM); hit rate 0.065% among 360,000; AID 652025; in the data active = activation above about 50%; inconclusive = mostly about 30% to 49%; note: 0% is about no effect
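Readout: EGFP and DsRed signals by fluorescent plate cytometry. Unstimulated transgenic mouse T cells received compound 60 min before antibody-bead stimulation, then incubated 18 h at 37 degrees C.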
Nrf2 inh: blocks Nrf2 signaling; A549 ARE-Fluc reporter, luciferase luminescence, 18-24 h; Potency, µM (highest dose often 46 µM), for the others: at the highest dose activity change, negative = inhibition, usual class: inhibitors; hit rate 2.1% among 360,000; note: potency is the fitted concentration of half-maximal effect; % is set by controls: 0 for no effect and ±100 for the full control effect; nearly all actives have a fitted effect of over 60% in size
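Concentration-response testing used A549 ARE_Fluc cells at 5000 cells/well. Following an 18-24 h compound incubation, viability was read by fluorescence (Ex 405/Em 525) and luciferase output by luminescence.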
ATXN viability: viability counter-screen for ATXN expression inhibitors | S2 cells (HEK-293 line with an ATXN2-luciferase reporter) viability, CellTiter-Fluor protease fluorescence, 24 h | Potency, µM (top dose mostly 56.7 µM), hits mostly cytotoxic | hit rate 0.49% among 400,000; note: potency is the fitted concentration of half-maximal effect; nearly all actives have a fitted effect of over 40% in size
TGFb inhibitor: TGF-b pathway inhibition. HepG2 CAGA-GFP TGF-b/SMAD3 reporter, GFP fluorescence, 18 h; TGF-beta stimulated, 500 pg/mL final. Potency, µM (titrated, usually from 46.1 µM), for inactives: top-dose activity, negative = inhibition, most hits filed as inhibitors. hit rate 1.2% among 410,000. AID 588855; note: potency is the fitted concentration of half-maximal effect; % is set by controls: 0 for no effect and ±100 for the full control effect; nearly all actives have a fitted effect of over 65% in size
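Inhibition was scored as loss of TGF-beta-induced (500 pg/mL final, 18 hours, 37 degrees C) GFP in HEPG2 cells carrying a CAGA-GFP reporter, in DMEM with 1% FBS. Well GFP was summed per cell; Activity was normalised to unstimulated and stimulated DMSO wells, then concentration-response fitting.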
ATXN2 expr inh: ATXN2 expression inhibition | Potency, µM (series often up to 57 µM), for the others: at the highest dose activity change, negative = inhibition, usual class: inhibitors | hit rate 0.72% among 360,000 | HEK-293 ATXN2-luciferase reporter, luminescence, 24 h; note: potency is the fitted concentration of half-maximal effect; % is set by controls: 0 for no effect and ±100 for the full control effect; nearly all actives have a fitted effect of over 55% in size
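qHTS (up to 57 uM final) was run with 24 h compound exposure of reporter cells at 37 °C. Each well was multiplexed: SteadyGlo luminescence measured ATXN2-luciferase expression after a fluorogenic Gly-Phe-AFC viability readout (25 uM final).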
Nrf2 ARE act: Nrf2 pathway activation. AREc32 ARE-luciferase reporter (MCF7-derived line), luminescence, 24 h. Potency, µM (series often up to 46.1 µM), for the others: at the top dose activation, usual class: activators. hit rate 0.31% among 410,000. AID 624171; note: potency is the fitted concentration of half-maximal effect; % of control where 0% means no effect; nearly all actives have a fitted effect of over 65% in size
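Luminescent ARE reporter assay in AREc32_Fluc cells: overnight plating at 37 deg C, 24 hr compound incubation, Steady-Glo added, 30 min RT before reading.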
EPAC2 ag: agonists of human EPAC2 (RAPGEF4); Potency, µM (titrated, usually from 154 µM), for inactives: at the highest dose activation, usual class: activators; hit rate 0.079% among 360,000; EPAC2 activation, biochemical qHTS; response scale: 100% = 6.5 mM cAMP response; Q8WZA2; note: potency is the fitted concentration of half-maximal effect; nearly all actives have a fitted effect of over 50% in size
Target sequence (Q8WZA2 whole entry, looked up): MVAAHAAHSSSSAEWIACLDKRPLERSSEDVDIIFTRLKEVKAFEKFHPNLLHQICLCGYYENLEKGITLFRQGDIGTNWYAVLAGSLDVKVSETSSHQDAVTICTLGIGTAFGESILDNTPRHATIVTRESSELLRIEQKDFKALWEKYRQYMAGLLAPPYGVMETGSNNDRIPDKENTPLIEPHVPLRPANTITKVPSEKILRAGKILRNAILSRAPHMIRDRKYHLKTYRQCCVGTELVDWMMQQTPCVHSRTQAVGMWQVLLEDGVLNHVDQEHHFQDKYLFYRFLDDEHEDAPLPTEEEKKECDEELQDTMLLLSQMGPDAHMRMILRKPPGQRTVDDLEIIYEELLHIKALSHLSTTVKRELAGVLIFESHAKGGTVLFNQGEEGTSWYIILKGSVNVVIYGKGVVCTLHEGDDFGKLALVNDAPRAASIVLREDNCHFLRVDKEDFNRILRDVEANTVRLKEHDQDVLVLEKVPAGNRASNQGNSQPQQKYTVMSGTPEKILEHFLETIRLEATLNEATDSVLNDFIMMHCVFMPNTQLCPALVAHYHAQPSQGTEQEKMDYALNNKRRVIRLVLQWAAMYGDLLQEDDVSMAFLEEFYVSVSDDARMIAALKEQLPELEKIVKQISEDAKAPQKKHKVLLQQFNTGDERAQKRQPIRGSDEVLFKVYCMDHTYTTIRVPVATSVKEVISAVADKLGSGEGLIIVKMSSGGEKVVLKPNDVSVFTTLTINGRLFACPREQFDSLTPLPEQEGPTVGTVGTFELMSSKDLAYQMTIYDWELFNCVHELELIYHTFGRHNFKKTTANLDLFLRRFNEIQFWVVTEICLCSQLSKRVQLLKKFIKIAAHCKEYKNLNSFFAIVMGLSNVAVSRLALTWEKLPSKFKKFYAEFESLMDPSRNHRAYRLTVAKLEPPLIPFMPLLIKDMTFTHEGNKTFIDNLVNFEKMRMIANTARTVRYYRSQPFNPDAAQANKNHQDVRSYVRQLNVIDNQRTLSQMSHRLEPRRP
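Nucleotide exchange monitored as fluorescence drop when BODIPY-GDP leaves Rap1B. Reaction: 100 nM EPAC2, 250 nM RAP1B-BODIPY-GDP, 50 uM GDP, room temperature, kinetic read over 30 min. Activity expressed relative to 6.5 mM cAMP.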
HepG2 viability: HepG2 cytotoxicity, counter-screen for TGF-b inhibitors; HepG2 CAGA-GFP viability, ATP luminescence, 18 h; Potency, µM (titrated, usually from 46.1 µM), for the others: at the highest dose activity change, negative = cytotoxicity, most hits filed as cytotoxic; hit rate 0.76% among 410,000; AID 588856; note: potency is the fitted concentration of half-maximal effect; some results filed as inactive show a strong effect at the top dose
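HepG2 CAGA-GFP cells (1000/well, DMEM with 1% FBS) received compound, then TGF-beta at 500 pg/mL final, and were incubated 18 hours at 37 degrees C. Viability was read by CellTiter-Glo luminescence. Media-only wells were set as complete cell-killing and DMSO as no toxicity.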
A549 tox: counter-screen for Nrf2 inhibitors: cytotoxicity in A549 cells; A549 ARE-Fluc cells, CellTiter-Fluor viability, 18-24 h; Potency, µM (series often up to 46 µM), inactives show at the highest dose activity change, negative = cytotoxicity, usual class: inhibitors; hit rate 0.16% among 390,000; AID 504648; note: potency is the fitted concentration of half-maximal effect; % is set by controls: 0 for no effect and ±100 for the full control effect
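A549 ARE-Fluc cells in 5% FBS OPTI-MEM, 5000 cells/well, rested 2 h then exposed to compounds in concentration-response for 18-24 h at 37 °C. Viability by CellTiter-Fluor fluorescence (Ex 405/Em 525) after 30 min; luciferase luminescence (BugLite, 15 min, RT) read afterwards.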
An asterisk follows results filed as active; i = inactive; ? = inconclusive; nt = no result given. Unless noted, calls come from the whole dose curve; as a rule, active = well fitted curve in the direction sought with a large enough effect; inconclusive = small, poorly fitted or top-dose-only effect, or another doubt; inactive = no such curve, though single readings can be large; an effect the other way counts as inactive or inconclusive. The order is random. About 4.3% of those tested had a hit in this group.

The line under a structure holds: IL-2 act | Nrf2 inh | ATXN viability | TGFb inhibitor | ATXN2 expr inh | Nrf2 ARE act | EPAC2 ag | HepG2 viability | A549 tox
- COc1ccc(S(=O)(=O)N2CCCCCC2)cc1C(=O)N1CCN(c2ccccc2C)CC1
 : -0.5 | ? | i | ? | -33.8% | -0.6% | 12.3% | -3.2% | -8.7%
- Cc1ccc(N2CCN(S(=O)(=O)c3ccc(F)c(C)c3)CC2)c(C)c1
 : 0.3 | nt | i | -13.4% | -17.6% | 2.2% | -8.2% | -19.5% | -2.1%
- CC(=O)Nc1cccc(-c2cc3c(c4c2ccn4C)C2CCC3O2)c1 (stereo not drawn)
 : 0.5 | nt | i | ? | -15.6% | 3.4% | 11.6% | -17.7% | nt
- CNC(=O)c1sc(N2N=C3/C(=C/c4ccccc4)CCCC3C2c2ccccc2)nc1C (stereo not drawn)
 : 0.2 | nt | nt | -4.3% | 12.6µM* | -0.3% | 12.0% | -37.0% | 16.6%
- CC(NC(=O)CN1C(=O)NC2(CCCC2)C1=O)c1ccc2ccccc2c1 (stereo not drawn)
 : -0.6 | -12.4% | i | 1.4% | nt | -1.0% | -2.9% | -11.5% | 7.9%
- O=C(CN(C(=O)c1csnn1)c1cccc(C(F)(F)F)c1)NCCc1ccccc1
 : -0.1 | 4.9% | i | -17.3% | -0.4% | 0.3% | 3.2% | -2.9% | 3.5%
- CCCCCC(=O)NC(=S)Nc1cccc(-c2nc3ncccc3o2)c1
 : 0.1 | -7.6% | i | 3.3% | -9.2% | -0.7% | -6.3% | 3.2% | -6.5%
- Cc1cc(C=O)c(C)n1-c1sc2c(c1C(=O)O)CCCC2
 : 0.5 | -3.2% | i | ? | 0.2% | -0.5% | 13.4% | -4.1% | -6.1%
- COc1ccc(-c2noc(C3CCCN(C(=O)c4c(F)cccc4F)C3)n2)cc1OC (stereo not drawn)
 : -2.7 | -28.9% | i | 2.3% | 3.6% | 0.5% | 3.8% | -9.1% | 1.7%
- CC(=O)c1nn(-c2ccc(Cl)cc2)cc1C(=O)c1ccccc1
 : -0.7 | -11.2% | i | -2.7% | 2.9% | 0.1% | -1.7% | -3.7% | -5.2%
- CC1(C)Cc2nc(NCCCO)c(C#N)cc2CO1
 : 0.9 | 7.6% | i | 6.6% | -3.9% | 0.0% | 8.9% | 10.6% | 2.5%
- CCCC(=O)Nc1cc(OC)c(OC)cc1C(=O)O
 : 1.8 | 6.5% | i | -9.8% | -8.4% | -1.0% | -4.8% | -0.6% | 13.3%
- CSc1snc(SCC(N)=O)c1C#N
 : 0.5 | nt | i | 6.3% | -4.0% | -0.5% | 9.5% | -4.1% | 3.2%
- COc1ccc(C(=O)Nc2ccc3c(c2)C(=O)N(C)C3=O)cc1OC
 : -0.7 | ? | i | -24.6% | 25.1% | 4.4% | 4.3% | -18.6% | 6.4%
- COc1ccc(CN(C)C(=O)C2CSC3(C)CCC(=O)N23)cc1 (stereo not drawn)
 : -0.3 | 0.6% | i | 1.7% | 1.6% | 0.1% | 6.2% | -2.3% | -3.8%
- O=c1c2ccccc2n(CC(O)CN2CCCCC2)c2ccccc12 (stereo not drawn)
 : 1.4 | 3.3% | nt | 0.0% | ? | -0.6% | -0.2% | -25.1% | 18.0%
- COc1ccc(NC(=O)c2cc(C(C)=O)n3ccccc23)cc1Cl
 : nt | -7.7% | nt | -5.9% | nt | 14.4% | nt | -30.0% | -2.5%
- CCOc1ccc(CN(C)C(=O)c2ccc(=O)[nH]c2)cc1
 : -0.7 | 4.3% | i | 2.2% | -13.0% | 0.1% | 1.9% | 0.1% | 1.7%
- Cc1ccc(-n2c(C)cc(C(=O)COC(=O)c3c(C)noc3C)c2C)cc1
 : -0.4 | ? | i | -0.4% | 27.5% | 5.1% | 10.9% | 8.1% | ?
- CC1(c2ccccc2)NC(=O)N(CC(=O)Nc2ccccc2N2CCCC2)C1=O (stereo not drawn)
 : 3.2 | 15.2% | ? | -4.7% | 1.9% | 1.5% | 6.0% | 2.6% | 2.4%
- CCOC(=O)N1CCN(CC(=O)N2c3ccccc3Sc3ccccc32)CC1
 : -3.5 | -4.7% | i | ? | -5.6% | 3.7% | 5.3% | -34.4% | -2.6%
- CN(Cc1ccccc1)c1cc(Cl)nc(N)n1
 : 0.8 | -17.3% | i | 2.7% | -1.1% | 0.0% | 1.1% | -9.8% | 7.5%
- CC1CN(CC(=O)NCc2ccc(F)cc2)CC(C)O1 (stereo not drawn)
 : 0.3 | ? | i | 1.2% | 4.8% | 0.7% | 5.9% | -86.1% | 1.6%
- CC(=O)N1c2ccc(S(=O)(=O)N(C)CC(=O)NC3CCCCC3C)cc2CC1C (stereo not drawn)
 : 0.0 | 4.5% | i | -2.4% | -6.1% | 0.3% | -6.2% | -3.2% | 1.8%
- O=C(C1CCC(Cn2c(=O)c3sccc3n(Cc3ccccc3)c2=O)CC1)N1CCCCC1 (stereo not drawn)
 : nt | 12.9% | i | ? | -6.5% | 3.5% | nt | -23.2% | 6.1%
- O=C(Nc1ccncc1)c1cccc2ccccc12
 : 0.1 | ? | i | -8.0% | -5.4% | 0.2% | 0.6% | -3.8% | 1.1%
- Cc1cc(O)c(C(c2ccccc2)N2CCN(C)CC2)c(=O)n1Cc1ccco1 (stereo not drawn)
 : nt | nt | nt | -4.3% | nt | 4.6% | nt | 3.5% | 15.0%
- CC(=O)N1CCc2cc(S(=O)(=O)NC(C(=O)N3CCN(c4ccccc4F)CC3)C(C)C)ccc21 (stereo not drawn)
 : 0.8 | -12.5% | i | 12.0% | 8.0% | -1.1% | -0.4% | 15.4% | -9.5%
- CCOC(=O)c1ccc(CN(Cc2ccc(F)cc2)S(=O)(=O)c2ccc(F)c(C(=O)Nc3ccccc3C(F)(F)F)c2)cc1
 : nt | nt | nt | -4.0% | nt | 0.4% | nt | -14.1% | 7.1%
- Cc1ccccc1C(=O)Nc1nnc(S(=O)(=O)N(C)Cc2ccc(Cl)cc2)s1
 : nt | -10.7% | nt | ? | nt | -0.2% | nt | -30.9% | 8.3%

The last 2 entries of the part above come first, to join the parts.
The line under a structure holds: IL-2 act | Nrf2 inh | ATXN viability | TGFb inhibitor | ATXN2 expr inh | Nrf2 ARE act | EPAC2 ag | HepG2 viability | A549 tox
- CCOC(=O)c1ccc(CN(Cc2ccc(F)cc2)S(=O)(=O)c2ccc(F)c(C(=O)Nc3ccccc3C(F)(F)F)c2)cc1
 : nt | nt | nt | -4.0% | nt | 0.4% | nt | -14.1% | 7.1%
- Cc1ccccc1C(=O)Nc1nnc(S(=O)(=O)N(C)Cc2ccc(Cl)cc2)s1
 : nt | -10.7% | nt | ? | nt | -0.2% | nt | -30.9% | 8.3%
- Cc1onc(-c2ccccc2)c1C(=O)NNC(=S)NC(=O)/C=C/c1cccs1
 : 1.1 | ? | i | 0.0% | ? | -0.3% | 25.7% | -15.5% | ?
- COc1ccc(C(CNC(=O)C(CCSC)NC(=O)c2ccccc2OC)N2CCCCC2)cc1 (stereo not drawn)
 : -0.7 | 13.1% | i | -15.0% | 4.8% | -0.2% | -3.4% | -32.9% | -3.0%
- O=C(COC(=O)c1ccc2c(c1)OCO2)NC1CCCCC1
 : -2.6 | 2.9% | i | -20.6% | 11.6% | -0.8% | -1.5% | -1.9% | -1.9%
- O=C(Nc1cnc2ccccn2c1=O)c1ccc(Cl)cc1Cl
 : -0.3 | ? | i | 1.6% | ? | -0.9% | 4.5% | -0.5% | -5.6%
- CC1CCN(S(=O)(=O)N2CCC(C(=O)NCc3ccc4c(c3)OCO4)CC2)CC1
 : 0.3 | -0.5% | i | -12.2% | 5.9% | 2.5% | -2.7% | 13.1% | 0.7%
- Cc1cc(C)c2c(c1)c(C)cc1nnc(SCC(=O)c3ccccc3)n12
 : nt | 1.5% | nt | -6.6% | nt | 0.8% | nt | 1.5% | -3.0%
- O=C(COC(=O)c1ccc[nH]c1=O)NCCCc1ccccc1
 : 0.2 | 12.0% | i | 0.0% | -0.4% | -0.7% | 15.6% | -2.7% | -0.7%
- CSc1c[n+]2c(n1C)CCC2
 : -2.4 | -27.3% | i | -14.3% | 0.7% | 0.0% | -14.6% | -1.5% | -6.1%
- COc1ccc(C(=O)Nc2ccc(N3CCCC3)cc2)cc1Br
 : 1.1 | -10.3% | i | -5.4% | 2.3% | 3.2% | -3.3% | 4.9% | -1.3%
- CCCCOc1ccc(C(=O)OC2CC(C)N(C)CC2C)cc1 (stereo not drawn)
 : -2.3 | -5.3% | i | 11.8% | -6.1% | 2.0% | -7.5% | -36.8% | 1.0%
- O=C(O)CCc1ccc(-c2cccs2)n1CC1CCCO1 (stereo not drawn)
 : -1.6 | 3.2% | i | -3.9% | 4.5% | 0.4% | 13.3% | -16.1% | -6.9%
- COc1ccc(OC)c(CNC(=O)C2CCN(S(=O)(=O)N3CCC(C)CC3)CC2)c1
 : 0.6 | -19.5% | ? | 1.0% | -22.6% | 0.3% | 8.2% | -1.3% | -1.5%
- COc1cccc2cc(-c3cn4cccc(C)c4n3)c(=O)oc12
 : 0.2 | 16.3% | i | ? | 22.7% | 19.4% | 15.8% | -5.1% | -5.1%
- CNc1c(N)c(=O)oc2ccccc12
 : 2.6 | 27.8% | i | -9.3% | 17.8% | 4.0% | 15.7% | -17.3% | 17.5%
- CCN1C(=O)S/C(=C/c2ccc(Sc3nc4ccccc4[nH]3)o2)C1=O
 : 0.3 | 20.6µM* | ? | 12.6µM* | ? | 8.1% | 2.0% | -44.7% | -7.9%
- COCCN(C(=O)c1ccccc1OC)c1nnc(C)s1
 : -1.0 | -2.1% | i | -0.1% | 1.4% | 0.0% | 7.0% | -9.3% | -0.9%
- CCc1ccccc1N1CCN(S(=O)(=O)c2ccc(F)c(C)c2)CC1
 : 0.7 | ? | i | -17.2% | -22.9% | 0.0% | 3.3% | -8.2% | -11.3%
